Source: PubChem BioAssay
PNC inhibitor – High Content Assay for Compounds that inhibit the Assembly of the Perinucleolar Compartment | PC3M PTB-GFP, PNC prevalence imaging, 16 h; stronger effect = lower value | 3.1% of 140,000 active | activity change (PNC), negative = inhibition, % at 10 µM | AID 2417, 2010;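 active = readout at or below -70, meaning at least 70% loss of cells showing the perinucleolar compartment, a nuclear body marking cancer cells; inconclusive = readout between -30 and a set limit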;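 also: plate controls were DMSO wells for no effect and camptothecin positive control wells for full effect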
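Read-out is percentage of cells bearing a perinucleolar compartment, from automated 20x imaging of fixed, Hoechst-stained PC3M PTB-GFP cells. Cells were seeded 4 h, then exposed 16 h to compound (23 nl of library stock) in duplicate plates.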
15-hLO-2 inh – qHTS Assay for Inhibitors of 15-hLO-2 (15-human lipoxygenase 2); Polyunsaturated fatty acid lipoxygenase ALOX15B (Homo sapiens), O15296; purified 15hLO-2, xylenol orange hydroperoxide absorbance; Potency, µM (series often up to 57.1 µM), without a hit: top-dose activity change, negative = inhibition, hits mostly inhibitors; 0.56% of 110,000 active; AID 881, 2007; also: potency is read from the fitted curve at half-maximal effect; nearly all actives have a fitted effect of over 60% in size; many of its hits are not listed in these tables
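Screening format was qHTS against 50 nM purified 15hLO-2 in Hepes pH 7.5 with detergent. Activity follows hydroperoxide formation from 45 uM arachidonic acid, measured as 573:405 nm absorbance ratio of the ferric-xylenol orange complex.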
12-hLO inh – qHTS Assay for Inhibitors of 12-hLO (12-human lipoxygenase); Polyunsaturated fatty acid lipoxygenase ALOX12 (Homo sapiens), P18054; purified 12-hLO, xylenol orange hydroperoxide absorbance; Potency, µM (series often up to 57.1 µM), for inactives: top-dose activity change, negative = inhibition, hits mostly inhibitors; 0.12% of 150,000 active; AID 1452, 2008; also: potency is read from the fitted curve at half-maximal effect; nearly all actives have a fitted effect of over 55% in size; many of its hits are not listed in these tables
Target sequence (P18054 whole entry, looked up): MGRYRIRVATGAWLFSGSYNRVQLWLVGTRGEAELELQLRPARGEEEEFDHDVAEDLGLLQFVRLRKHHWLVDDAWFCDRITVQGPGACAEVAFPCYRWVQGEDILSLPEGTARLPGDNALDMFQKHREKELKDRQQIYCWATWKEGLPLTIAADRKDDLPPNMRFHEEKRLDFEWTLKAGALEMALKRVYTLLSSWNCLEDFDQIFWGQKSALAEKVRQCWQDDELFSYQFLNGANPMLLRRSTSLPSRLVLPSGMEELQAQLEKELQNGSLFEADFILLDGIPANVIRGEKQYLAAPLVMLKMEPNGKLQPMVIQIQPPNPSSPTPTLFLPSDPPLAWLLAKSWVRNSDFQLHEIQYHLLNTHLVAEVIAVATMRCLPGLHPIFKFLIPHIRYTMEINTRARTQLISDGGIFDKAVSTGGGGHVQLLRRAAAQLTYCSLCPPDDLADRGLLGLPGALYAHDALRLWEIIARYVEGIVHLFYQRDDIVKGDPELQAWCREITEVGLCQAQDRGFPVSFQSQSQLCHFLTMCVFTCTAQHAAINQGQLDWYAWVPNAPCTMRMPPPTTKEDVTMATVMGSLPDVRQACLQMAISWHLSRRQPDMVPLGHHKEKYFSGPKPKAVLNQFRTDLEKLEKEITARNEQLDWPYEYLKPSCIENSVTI
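Hydroperoxide output read as Fe(III)-xylenol orange absorbance, 573-to-405 nm ratio, after 30 min reaction with 40 uM arachidonic acid. Enzyme: 150 nM purified human 12hLO, 15 min compound preincubation; 25 mM Hepes pH 7.0, room temperature.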
IMPase cell inh – qHTS Assay for Identifying the Cell-Membrane Permeable IMPase Inhibitors; Inositol monophosphatase 1 (Rattus norvegicus), P97697; CHO-M1 cells, IP1 accumulation, HTRF TR-FRET ratio; inhibition (IP1 accumulation), % at 46.1 µM; 120,000 tested, under 10 active; active = well fitted curve in the direction sought with a large enough effect in the signal ratio, not every such curve was filed as active; inconclusive = small, poorly fitted or top-dose-only effect, or a change in a side signal; inactive = no such curve, though single readings can be large or run the other way; the % refers to the signal ratio;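 also: cells stimulated with carbachol in lithium chloride buffer; plate controls were DMSO basal wells for no effect and reference inhibitor wells for full effect; higher means more IMPase inhibition seen as more IP1 and lower FRET ratio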
Target sequence (P97697 whole entry, looked up): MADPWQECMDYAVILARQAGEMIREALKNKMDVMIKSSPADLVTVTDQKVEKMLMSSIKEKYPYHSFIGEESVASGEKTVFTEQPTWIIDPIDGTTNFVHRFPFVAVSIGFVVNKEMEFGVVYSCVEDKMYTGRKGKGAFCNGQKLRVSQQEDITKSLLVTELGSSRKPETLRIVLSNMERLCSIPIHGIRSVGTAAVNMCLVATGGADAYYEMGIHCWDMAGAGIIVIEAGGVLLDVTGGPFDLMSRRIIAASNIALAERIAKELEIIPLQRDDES
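The IP-One HTRF competitive assay in carbachol-stimulated CHO-M1 cells quantifies cellular IP1. Compounds spanned up to 46 uM final, and activity is expressed as AC50 from concentration-response fits of the ratio and donor data.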
The depositor's hits bear a star; ? = inconclusive; nt = not tested or not shown; [ ] = another dose, or the depositor's remark. Unless noted, calls follow the shape of the dose curve; as a rule, active = well fitted curve in the direction sought with a large enough effect; inconclusive = small, poorly fitted or top-dose-only effect, or another doubt; inactive = no such curve, though single readings can be large; an effect the other way counts as inactive or inconclusive. Unless noted, % is scaled to controls: 0 for no effect and ±100 for the full control effect.

Each structure is followed by: PNC inhibitor, 15-hLO-2 inh, 12-hLO inh, IMPase cell inh
[1] Cc1onc(-c2ccccc2Cl)c1C(=O)Nc1ccccc1
  ?, nt, 0%, 16
[2] O=C(c1noc2c1CCCC2)N1CCCCC1
  ?, 1%, 3%, -8
[3] Cc1cccc(N2CCN(C(=O)c3ccncc3)CC2C)c1 (stereo not given)
  6, -1%, 0%, 8
[4] C=CCNC(=O)c1onc(CSc2cccc(C)c2)c1C(=O)O
  -1, 0%, 2%, -1
[5] Cc1cc(NC(=O)CSc2nc3cc4c(cc3c(=O)n2CCc2ccccc2)OCO4)no1
  22, -20%, -2%, -11
[6] CC1CCCN(c2ccc(C(=O)OCn3nnc4ccccc4c3=O)cc2[N+](=O)[O-])C1 (stereo not given)
  -22, nt, -5%, -10
[7] Cc1ccc(Cn2cccc(NC(=O)NCc3ccccc3)c2=O)cc1
  40, nt, -3%, 5
[8] CCCc1nn(C)c(C(=O)Nc2ccc(C)c(C)c2)c1Cl
  ?, nt, -3%, nt
[9] Cc1nnc(NC(=O)C2CCCCC2)s1
  38, -1%, -2%, 9
[10] Cc1ccc(NC(=O)COC(=O)c2ccnn2C)cc1
  ?, 2%, 1%, -4
[11] CCCNS(=O)(=O)c1ccc(CCC(=O)Nc2ccc3c(c2)OCO3)cc1
  6, -2%, -6%, 1
[12] O=C(CNS(=O)(=O)c1ccccc1F)Nc1ccc(N2CCOCC2)cc1
  7, 4%, -1%, -3
[13] Cc1ccc(-c2nn(-c3ccccc3)cc2C=C2C(=O)CC(C)(C)CC2=O)cc1
  17, -11%, -1%, -1
[14] NC12CC3CC(C1)CC(CO)(C3)O2
  1, 7%, -4%, 4
[15] CCSc1nc(C)c(CC)c(C)c1C(N)=O
  23, -1%, -2%, 9

The list goes on.
Each structure is followed by: PNC inhibitor, 15-hLO-2 inh, 12-hLO inh, IMPase cell inh
[16] COc1ccc(NC(=S)c2ccccc2)cc1
  -7, nt, -5%, nt
[17] Oc1c(Cl)cc(Cl)c2c1NCCC2
  17, 5µM*, ?, 17
[18] COc1cc(NC(=O)Cn2nc(Cc3cccnc3)c3ccccc3c2=O)cc(OC)c1OC
  ?, -2%, 1%, 5
[19] CC1(C)Cn2c(nnc2-c2ccccc2)S1
  2, 1%, 3%, -4
[20] CCn1c(SCC(=O)Nc2nc3ccc(OC)cc3s2)nc2c1c(=O)n(C)c(=O)n2C
  18, 6%, -6%, 5
[21] O=C(CSCC(=O)N1CCOCC1)Nc1ccccc1
  -17, -7%, 1%, 0
[22] CCOC(=O)C1CCN(S(=O)(=O)c2ccc(Br)c(OCC)c2)CC1
  -8, 0%, -7%, -14
[23] CCc1c(O)nc2ccccn2c1=O
  -16, nt, -1%, nt
[24] C=CCc1ccc(OCC(O)COc2ccc(CC=C)cc2OC)c(OC)c1
  0, 17%, 6%, 6
[25] O=C(CN1CCCCC1)Nc1cccc(Oc2ccccc2)c1
  -106*, 23%, -4%, 5
[26] COc1cc(/C=C(\NC(C)=O)C(=O)Nc2ccccc2C)ccc1OC(C)=O
  22, nt, -2%, nt
[27] O=C(NC1=C(Nc2ccc(Cl)cc2)C(=O)c2ccccc2C1=O)c1ccccc1
  24, nt, -1%, nt
[28] Clc1cccc(CSc2nnc(-c3cccnc3)n2Cc2ccco2)c1
  -9, 4%, 4%, 9
[29] COc1ccc(-n2nnnc2-c2nc3ccccc3s2)cc1
  -8, nt, 1%, nt
[30] O=C(CSc1nc2ccccc2[nH]1)Nc1ccccc1F
  -5, -2%, -10%, 3

The list goes on:
Each structure is followed by: PNC inhibitor, 15-hLO-2 inh, 12-hLO inh, IMPase cell inh
[31] Cc1ccc(C(=O)N/C(=C\c2ccco2)C(=O)NCCc2c[nH]c3ccccc23)cc1
  ?, nt, -6%, nt
[32] COc1ccc(/C=N/Nc2nc(C)c([N+](=O)[O-])c(N(C)c3ccccc3)n2)cc1OC
  ?, -19%, -6%, 0
[33] CNCC(C)COc1ccccc1OCc1ccccc1 (stereo not given)
  67, nt, 1%, nt
[34] CCN=C1SC(CC(=O)NCC)C(=O)N1CC (stereo not given)
  33, -2%, 7%, -1
[35] O=C(CS(=O)CC(=O)Nc1ccc(Cl)cc1)NCC1OCCc2ccccc21 (stereo not given)
  31, -5%, -20%, -9
[36] CCOC(=O)CC(=O)CSc1nc(C)cc(-c2cccnc2)c1C#N
  23, -4%, -8%, 9
[37] Nc1ncnc2c1ncn2CCN1CCCCC1
  -3, 1%, -1%, 11
[38] Cc1cccc(CC2S/C(=N/c3ccccn3)NC2=O)c1 (stereo not given)
  6, nt, 0%, 16
[39] CCCC(=O)Nc1cccn(Cc2ccccc2Br)c1=O
  14, -3%, -6%, -13
[40] Cc1cc(N2CCN(c3ccc(F)cc3)CC2)nc(-c2ccccc2)n1
  139, nt, -4%, -1
[41] Cc1cccc(C)c1OCC(=O)Nc1ncn[nH]1
  ?, 25%, 7%, 5
[42] O=c1[nH]c2c(c(=O)n1Cc1ccccc1)CCC2
  -28, -9%, 4%, 9
[43] Cn1c(CCN2CCCCC2)nc2cc(NC(=O)C3CCCCC3)ccc21
  -16, 37%[activator], 1%, 13
[44] N=c1nc(N)nc(N)n1-c1ccc(S(N)(=O)=O)cc1
  nt, -11%[11.4 µM], 2%[11.4 µM], nt
[45] CCN(CC)CCc1c(C)[nH]c(C(=O)OCc2ccccc2)c1C
  ?, 21%, 9%, 8

Next part:
Each structure is followed by: PNC inhibitor, 15-hLO-2 inh, 12-hLO inh, IMPase cell inh
[46] CC(NC(=O)Nc1cccnc1)(C(F)(F)F)C(F)(F)F
  18, -1%, 1%, -8
[47] S=c1nc[nH]c2c1[nH]c1ccccc12
  ?, -25%, 3%, ?
[48] COc1ccc(CCN(C(=O)C(F)(F)F)C(C(=O)NC2CCCCC2)c2ccc(C)s2)cc1 (stereo not given)
  1, 8%, 0%, -9
[49] O=C(Nc1ccn(Cc2c(F)c(F)cc(F)c2F)n1)c1ccc(COc2cc(Cl)ccc2Cl)o1
  -6, 3%, -6%, 5
[50] Cn1cnnc1SCC(=O)Nc1c(F)cc(F)cc1Br
  27, -1%, 3%, 5
[51] CC(=O)Nc1ccc(OC/C=C(\C)Cl)cc1
  35, 0%, -3%, -1
[52] CCCS(=O)(=O)N1CCCC(C(=O)NCCN(Cc2ccccc2)C(C)C)C1 (stereo not given)
  26, -5%, 4%, 10
[53] CCC(Sc1nc(N)cc(N)n1)C(=O)O (stereo not given)
  16, -2%, 1%, -3
[54] CN(C)C(=O)c1ccc(-c2cncnc2NCc2cccs2)cc1
  nt, -19%, -8%, nt
[55] Cc1cccc(C2=NN(c3ccc(Br)cc3)[C@@H](C(=O)N3CCOC3=O)[C@@H]2c2ccc(F)cc2)c1
  19, -10%[0.0915 µM], -4%[0.00818 µM], nt
[56] Cc1cc(C)c2oc(=O)cc(CN3CCOCC3)c2c1
  ?, nt, -2%, -11
[57] COc1cc2[nH]c3c(N4CCN(c5ccc(Cl)cc5)CC4)ncnc3c2cc1OC
  7, 15%, ?, -7
[58] COC(=O)Cc1c(C)c2ccc(O)c(CN3CCCC(C)C3)c2oc1=O (stereo not given)
  5, -4%, 1%, ?
[59] Cc1cccc(C)c1NC(=O)COC(=O)c1nonc1N
  11, 1%, 6%, -1
[60] COc1ccc2c(c1)c(C(=O)CN1CCC3(CC1)OCCO3)c(C)n2C
  ?, -2%, -4%, -1

(list continues)
nr | smiles | PNC inhibitor | 15-hLO-2 inh | 12-hLO inh | IMPase cell inh
61 | CCOCCCNCC(=O)Nc1ccc(OC(F)(F)F)cc1 | 33 | 0% | -5% | 5
62 | CCOC(=O)c1cccc(NC(=O)N[C@@H](C)C(=O)OC)c1 | 15 | 8% | -8% | 0
63 | COc1cccc2cc(-c3nc(-c4cccs4)cs3)c(=O)oc12 | -19 | -6% | -1% | -3
64 | Nc1ccccc1SCc1cn2ccccc2n1 | ? | nt | 1% | nt
65 | COC(=O)CCS(=O)(=O)c1cc(Cl)ccc1Cl | -138* | -5% | -10% | -2
66 | COc1ccc(CNC(=O)c2c(N)n(CCCN3CCOCC3)c3nc4ccccc4nc23)cc1 | 33 | 1% | -3% | 7
67 | O=C(COc1ccc2c(c1)CCC2)NCc1cccc(Cl)c1 | 18 | nt | 0% | -2
68 | O=C(COC(=O)[C@H](Cc1c[nH]c2ccccc12)NC(=O)c1ccc(Cl)cc1)Nc1ccc2c(c1)OCO2 | 4 | -5% | -17% | 9
69 | COC(=O)CN1C(=O)C(O)=C(C(C)=O)C1c1ccc([N+](=O)[O-])cc1 (stereo not given) | -5 | 3% | -1% | 2
70 | CC(=O)NCCOc1ccc2oc3ccccc3c2c1 | -28 | 4% | -3% | 10
71 | CC(C)NC(=O)NC(=O)COC(=O)c1cccc(S(=O)(=O)N2CCCCC2)c1 | 58 | nt | 2% | nt
72 | Oc1ccc(C=Nc2ccc3ncccc3c2)c(O)c1 | 12 | -11% | -29% | 27
73 | COc1ccc(NC2c3ncccc3C(=O)N2Cc2ccccc2)c(OC)c1 (stereo not given) | -100* | nt | -5% | 1
74 | CCOc1ccccc1C(=O)N(C)Cc1cc2ccccc2[nH]c1=O | -21 | 2% | -3% | -4[9.22 µM]
75 | c1ccc(-c2nnn(CCN3CCCCC3)n2)cc1 | nt | -1%[11.4 µM] | 0%[11.4 µM] | nt
76 | COCCn1c(=NC(=O)c2sc3ccccc3c2Cl)sc2cc(S(N)(=O)=O)ccc21 | 26 | nt | 2% | nt
77 | Cc1ccc(-c2noc(CCC(=O)Nc3cccc(C#N)c3)n2)cc1 | ? | -7% | -15% | -1
78 | OCCN(CCO)c1ccc(C(c2ccccc2Cl)c2ccc(N(CCO)CCO)cc2Cl)c(Cl)c1 | ? | nt | 0% | -11
79 | CC(=O)N[C@@H]1CONC1=O | nt | -5%[11.4 µM] | 5%[11.4 µM] | nt
80 | CC(=O)O[C@]12CC[N@+]3(C)CCCC[C@@H]3[C-]1Nc1ccccc12 | nt | -1%[11.4 µM] | 0%[11.4 µM] | nt
81 | Cc1cccc(NC(=S)N2CCN(C(=O)C3CCCO3)CC2)c1 (stereo not given) | ? | nt | -1% | nt
82 | CC(C)CC(=O)N1CCN(Cc2cccc(F)c2)CC1 | 65 | -14% | 2% | -6
83 | Clc1ccc(CSc2nnc(Cn3cnc4ccccc43)o2)cc1 | ? | 50%[activator] | 1% | 0
84 | O=C(NN=C1CCC(c2ccccc2)CC1)c1ccccc1-n1cccc1 (stereo not given) | 31 | nt | -3% | -5
85 | Cc1onc(-c2ccccc2)c1C(=O)NCC1COc2ccccc2O1 (stereo not given) | -9 | 5% | -4% | 8

This is a subset; the hit share may differ from the screen's.
